Source: PubChem (several laboratories)
Ins promoter up – MIN6 insulin promoter up-regulation. MIN6 insulin promoter-GFP reporter, high-content imaging; stronger effect = higher value. z-score at 5 µM. hit rate 0.3% among 190,000. AID 1625;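 active means z-score above 3 at 5 µM with at least 500 cells counted in the well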
Salmonella PhoP GFP – inhibitors of PhoP regulon expression, primary screen, Salmonella Typhimurium, GFP reporter (AID 1863); S. Typhimurium PhoP-regulated promoter GFP reporter, 4 h; higher % means a stronger effect; inhibition, % at 50 µM; hits with a dose series show IC50 in µM; hit rate 0.16% among 300,000;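 active means inhibition over 29.93%, a cutoff 3 SD above the screen mean, later confirmed by dose response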;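 further: 0% = low Mg2+ inducing control and 100% = high Mg2+ repressing control; strong numbers were not always called active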
MT stabilizer – microtubule stabilizers in HeLa cells | HeLa tubulin immunostaining HCS, 24 h; share of cells brighter than vehicle mean+2SD | % tubulin-high responders, % at 10 µM | hit rate 0.83% among 200,000 | AID 2205;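 active means plate Z-score above 3 for both tubulin-high and condensed-nucleus cell shares, with cell loss under 80%, at 10 µM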;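 further: anti alpha tubulin signal scored within the nucleus-defined area of each cell; some results filed as inactive read as strong as hits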
bCat nuc transl – modulators of beta-catenin nuclear translocation; hit rate 0.3% among 190,000; nuclear translocation activity, % at 5 µM; AID 1665; HeLa beta-catenin nuclear translocation, immunofluorescence imaging;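 active means nuclear translocation activity above 50% at 5 µM, with a well cell count of 50 or more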;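 further: per-cell ratio of nuclear to cytoplasmic median beta-catenin stain intensity; plate controls were DMSO negative control for no effect and GSK-3 inhibitor IX positive control for full effect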
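System: Human HeLa cells, endogenous beta-catenin | Compound dosing: 5 µM primary, 0.02–20 µM confirmation | Timing: 24 h compound exposure at 37°C, 5% CO2 | Measured by: Fluorescence imaging of beta-catenin antibody stain plus DAPI | Read-out basis: % activation of per-cell nuclear versus cytoplasmic median beta-catenin signal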
Lipid droplet – modulators of hepatic lipid droplet formation | hit rate 0.4% among 240,000 | inhibition, % at 6.5 µM | AML12 mouse hepatocytes, oleate lipid droplets, BODIPY imaging;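 active means lipid droplet intensity inhibited by at least 50%, with more than 500 cells counted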
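Assay system: AML12 mouse liver cells | Compound dosing: One dose, 6.5 µM compound | Read-out basis: Droplet intensity reduction, % inhibition | Measured by: Fluorescence imaging, 20x objective, two fields per well | Schedule: Overnight treatment with compound plus oleate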
Autophagy HCS – alters autophagy in cells; AID 463193; hit rate 0.98% among 190,000; MEF GFP-LC3 puncta imaging; test concentration mostly 10 µM; calls only at 10 µM (by protocol);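 active means percentage of spot-positive cells more than 3 SD above its plate mean, without a fluorescence outlier flag or 80% toxicity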;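 further: spot-positive cell cutoff set from DMSO-treated cells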
T cell HTS – T cell immune modulation candidate. hit rate 0.068% among 330,000. calls only at 7 µM. 2C CD8+ T cell-vesicle binding, flow cytometry; stronger effect = lower value;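 active means response, share of CD8 T cells binding vesicles, and their 90th percentile fluorescence all below set limits, cut at about 80% in these data, passing the limit was not always enough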
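Benchmarks: naked versus QL9-loaded vesicles / Assay system: purified 2C TCR transgenic mouse naive CD8+ T cells / Technique: high-throughput flow cytometry with anti-B7-1 and anti-CD8 staining / Timing: Cell–vesicle co-incubation 1.5 h at 37 °C, staining 20 min on ice / Read-out: percent CD8+ FL2 mean versus row control / Probe or stimulus: QL9-loaded Drosophila micro-vesicles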
CSM14.1 death rescue – protection against thapsigargin-triggered cell killing – 384-well, CSM14.1, ATP luminescence, primary screen (AID 1222). CSM14.1 thapsigargin-induced death rescue, ATP luminescence; higher % means a stronger effect. one-dose cellular ATP content (survival), % at 20 µM; EC50 in µM for titrated hits. 190,000 tested, under 10 active;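 active means EC50 below 50 µM in the dose-response confirmation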;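 further: death triggered by thapsigargin at about 15 µM added after 2 h compound pretreatment; cell ATP read after overnight thapsigargin exposure of roughly 18 to 22 hours; normalized against plate controls of thapsigargin alone and 5% DMSO vehicle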
Dynein cargo inh – dynein cargo transport inhibition; 3617.4 mouse cells, GR-EGFP nuclear translocation imaging; test concentration mostly 20 µM; stimulated with dexamethasone, 1 µM; stronger effect = lower value; z-score, hits read low; hit rate 0.47% among 220,000;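 active means plate z-score of nuclear minus cytoplasmic receptor signal below a set negative limit, without overly bright fluorescence or cell loss, cut at about -3.5 in these data, passing the limit was not always enough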;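 further: z-score of nuclear minus cytoplasmic ring GR-EGFP intensity difference per well; some compounds called inactive have numbers as strong as hits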
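Medium: Induction medium lacking tetracycline, stripped serum | Probe or stimulus: 1.0 µM final dexamethasone stimulus | Schedule: 48 h induction, then 1 h compound, then 30 min agonist, 37 °C | Signal: Automated 10x imaging of fixed Hoechst-stained cells | Evaluation: Per-cell GR-EGFP intensity, nucleus versus surrounding cytoplasmic ring, well-averaged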
Dynein cargo inh cytoplasmic EGFP – also measured in Dynein cargo inh; calls as there; z-score; measured here: cytoplasmic GR-EGFP intensity; stronger effect = higher value
Dynein cargo inh nuclear GR-EGFP – further read-out of Dynein cargo inh, marked with its call; z-score; measured here: nuclear GR-EGFP intensity;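 lower value marks the stronger effect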
Dynein cargo inh cell count – recorded beside Dynein cargo inh, whose call it bears; z-score; measured here: cell count per field
Ins promoter up cell count – recorded beside Ins promoter up, whose call it bears; cell count; measured here: cytotoxicity, nuclei count;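 total cells summed across four imaged fields per well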
Lipid droplet cells 6.5 µM – recorded beside Lipid droplet, whose call it bears; cell count; measured here: cell count, cytotoxicity flag;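 cells counted across two imaged fields per well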
bCat nuc transl cell count 5 µM – also measured in bCat nuc transl; calls as there; cell count; measured here: cell count, cytotoxicity flag
T cell HTS vesicle-bound % – recorded beside T cell HTS, whose call it bears; double positive events, %; measured here: CD8+ vesicle-bound cell fraction;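 binding gate set so that unloaded-vesicle control wells show 10% double positive cells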
MT stabilizer Hoechst-high % – recorded beside MT stabilizer, whose call it bears; % Hoechst-high responders; measured here: nuclear condensation Hoechst responders;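 share of cells brighter than vehicle mean plus two SD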
MT stabilizer cytotoxicity % – recorded beside MT stabilizer, whose call it bears; toxicity, %; measured here: cytotoxicity by cell density;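 0% = mean cell density of plate MIN control wells and 100% = no cells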
Autophagy HCS cell loss 18 h – recorded beside Autophagy HCS, whose call it bears; toxicity, %; measured here: cell loss, nuclei count;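 cell loss after 18 h compound exposure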
An asterisk follows results filed as active; i = inactive; x = not tested or not shown; + = active, no number.

Each structure is followed by: Ins promoter up	Ins promoter up cell count	Salmonella PhoP GFP	MT stabilizer	MT stabilizer Hoechst-high %	MT stabilizer cytotoxicity %	bCat nuc transl	bCat nuc transl cell count 5 µM	Lipid droplet	Lipid droplet cells 6.5 µM	Autophagy HCS	Autophagy HCS cell loss 18 h	T cell HTS	T cell HTS vesicle-bound %	CSM14.1 death rescue	Dynein cargo inh	Dynein cargo inh cytoplasmic EGFP	Dynein cargo inh nuclear GR-EGFP	Dynein cargo inh cell count
(1) N#C/C(=C\C=C\c1ccccc1)c1nc(-c2ccc(Cl)cc2)cs1
  0.19	1433	-6%	x	x	x	-2.8	1158	1	758	x	x	i	60	x	-0.31	-0.0063	-0.38	0.56
(2) COC(=O)Cc1[nH]nc2c1C1(C(=O)N(Cc3ccccc3)c3ccccc31)C(C#N)=C(N)O2 (stereo unspecified)
  0.05	1369	9%	1.8	1.4	6.0	-4.9	1251	-25	756	i	-9	i	11	1.3%	-0.025	-0.18	0.32	2.4
(3) CN1CCN(C(=O)/C(=C\c2cccc([N+](=O)[O-])c2)NC(=O)c2cccs2)CC1
  0.07	1489	1%	4.4	2.2	11	1.0	1480	10	673	i	0	i	43	-1.2%	0.32	-0.32	-0.47	2.1
(4) Cc1c(C(=O)NCC2CCCO2)sc2nc(-c3ccc(F)cc3)cn12 (stereo unspecified)
  -0.08	1797	-2%	2.9	1.9	1.6	0.3	1113	5	640	i	-15	i	24	-4.0%	-0.63	-0.23	-0.12	0.55
(5) O=C(CN1C(=O)c2cccc3cccc1c23)Nc1ccc(S(=O)(=O)Nc2nccs2)cc1
  0.77	770	10%	1.3	1.1	9.4	0.1	1091	3	842	i	-6	i	57	1.2%	0.8	0.07	0.3	-0.13
(6) N=c1n(CC(=O)O)c2ccccc2n1Cc1ccccc1Cl
  0.52	1320	3%	1.8	1.4	5.0	0.5	1175	x	x	i	10	i	50	-0.2%	1.1	-0.036	0.62	-1.5
(7) Cc1cc(C)c(C#N)c(SCC2COc3ccccc3O2)n1 (stereo unspecified)
  3.5*	1074*	-4%	1.9	3.3	16	0.6	676	x	x	i	5	i	4	-1.0%	-0.34	-0.27	0.24	0.087
(8) COc1cc2c(cc1OC)C(c1cccnc1)CC(=O)N2 (stereo unspecified)
  x	x	5%	8.3	1.7	6.1	-1.7	1188	10	688	x	x	i	40	x	0.84	0.087	0.91	-1.3
(9) Nc1ccc(-c2ccc(N)cc2C(F)(F)F)c(C(F)(F)F)c1
  0.34	1111	-1%	1.9	1.8	4.3	0.7	919	12	682	i	5	i	37	x	-0.54	-0.27	-0.082	0.54
(10) COC(=O)c1ccc(CSc2nc(C(F)(F)F)c3c(c2C#N)CCC3)o1
  x	x	-1%	4.5	2.9	6.9	x	x	x	x	i	-5	i	58	-0.3%	0.6	-0.077	0.74	-0.94
(11) O=C(OCc1c(Cl)nc2sccn12)c1cc2c(s1)CCCC2
  0.19	1224	-14%	2.8	2.5	12	-1.3	906	x	x	i	-8	i	36	-0.2%	0.21	-0.18	0.081	0.18
(12) CCCNCc1cc(Br)ccc1OCC(=O)NCCc1ccccc1
  -0.54	1292	6%	3.5	2.3	8.9	-1.1	1020	-38	711	i	-6	i	8	-3.0%	-0.39	-0.19	-0.041	1.1
(13) CCOc1cccc2cc(-c3cn4cc(C)ccc4n3)c(=O)oc12
  -1.1	1347	0%	42*	51*	62*	1.8	1400	x	x	+	6.4*	i	18	-2.7%	-1.1	-0.32	-0.56	0.38
(14) NC(=O)c1ccccc1NC(=O)CCCN1C(=O)CCC1=O
  x	x	-2%	1.6	2.2	4.8	-0.7	1060	9	584	i	0	i	48	-0.3%	1.6	-0.28	0.61	-0.84
(15) COc1ccccc1CNC(=O)/C=C/c1ccc(Br)o1
  -0.75	1249	-2%	3.5	2.3	0.5	0.0	1091	2	740	i	9	i	27	2.5%	-0.034	-0.15	0.82	-0.87
(16) CCCn1c(N)c(N2CCCCC2)c(=O)n(CC(=O)Nc2ccc(OC(F)(F)F)cc2)c1=O
  0.2	1454	9%	2.2	1.4	5.5	-1.4	1361	x	x	i	1	i	31	-2.2%	-0.29	-0.17	0.082	0.61
(17) CC(=O)CC(=O)NC(=NC1CCCCC1)Nc1nc(C)cc(C)n1
  0.14	1801	-3%	3.9	1.4	7.4	-1.2	1070	12	622	i	9	i	51	-0.8%	0.039	-0.21	0.14	-0.71
(18) C#CCSc1ncc(S(=O)(=O)c2ccccc2)c(=O)[nH]1
  0.14	1293	1%	1.9	2.1	6.3	-2.3	1099	14	713	i	-6	i	44	x	-0.57	-0.23	-0.22	0.56
(19) N#CC1=C(N)n2c(s/c(=C\c3ccco3)c2=O)=C(C#N)C1c1ccco1 (stereo unspecified)
  1.4	1614	-9%	1.0	0.4	4.4	-0.6	986	-18	600	i	-10	i	29	-2.9%	-0.17	-0.24	0.11	1.3
(20) Cc1cccc(/C=N/NC(=O)CN2CCCCCCC2)c1
  0	1596	-2%	5.0	2.2	7.0	-4.5	1068	-29	660	i	-5	i	52	-1.7%	-0.75	-0.11	-0.5	-0.0054
(21) CC1CC(CC(=O)NNc2nc(-c3ccccc3)cs2)C(=O)O1 (stereo unspecified)
  -1.2	1142	-7%	2.1	2.9	2.0	1.3	1122	0	678	i	2	i	27	-0.6%	-1.2	-0.33	-0.59	1.2
(22) O=C(Nc1ccc2[nH]c(=S)sc2c1)c1ccccc1
  0.06	1324	4%	2.8	2.3	2.7	-3.1	554	1	664	i	0	i	40	0.5%	-0.36	-0.31	-0.5	0.56
(23) COc1ccc(C(CC(=O)N2CCN(c3ccccc3)CC2)c2c(OC)cc(OC)c3c(-c4ccccc4)cc(=O)oc23)cc1 (stereo unspecified)
  2.4	709	-1%	x	x	x	-2.8	1060	9	660	x	x	x	x	x	1.3	-0.34	0.87	-0.96
(24) Cn1nnnc1SCc1ccc([N+](=O)[O-])cc1
  -0.07	1311	14%	1.8	2.8	9.2	x	x	1	711	i	-7	i	8	-1.7%	0.67	-0.25	0.47	-0.52
(25) CN(C1CCCCC1)S(=O)(=O)c1ccc(C(=O)N2CCN(c3nc4ccccc4s3)CC2)cc1
  0.53	1428	5%	2.9	2.6	14	1.6	1050	4	536	i	-6	i	17	0.3%	0.59	-0.22	0.46	-1.2
(26) COc1nc(Nc2ccc3c(c2)OCO3)nc(OC)n1
  0.55	802	6%	5.0	2.9	1.0	x	x	x	x	i	-3	i	51	-0.2%	-0.21	-0.2	-0.043	-0.031
(27) CCCCn1c(-c2c(Cl)c(C)nn2C)n[nH]c1=S
  x	x	-3%	2.0	1.2	0.2	5.3	476	-1	686	i	28	i	48	-2.2%	-0.02	-0.089	0.0088	0.16
(28) Cc1cccc(Oc2c([N+](=O)[O-])c(=O)n(C)c3ccccc23)c1
  0.02	1381	-8%	2.7	3.0	3.6	0.5	1042	-3	720	i	0	i	6	-2.8%	-4.3*	0.94*	-2.3*	0.72*
(29) CC(C)c1nc2sc3c(=O)[nH]cnc3c2c2c1CCCC2
  x	x	-10%	x	x	x	0.8	1232	6	730	x	x	i	34	x	-0.41	-0.25	-0.18	0.34

Results in bCat nuc transl and Ins promoter up, for 2 of the compounds above:
| cpd | SMILES | bCat nuc transl | Ins promoter up |
| --- | --- | --- | --- |
| 12 | CCCNCc1cc(Br)ccc1OCC(=O)NCCc1ccccc1 | -1.1 | -0.54 |
| 13 | CCOc1cccc2cc(-c3cn4cc(C)ccc4n3)c(=O)oc12 | 1.8 | -1.1 |

Not a hit list; about 3% have a hit in one of these screens.
